From PubChem BioAssay
ERp5 block: blocks human ERp5 reductase activity on insulin | ERp5 insulin aggregation, absorbance 650 nm, 90 min | inhibition, % at 9.99 µM | hit rate 0.05% among 350,000 | AID 651711;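 active = mean replicate inhibition above about 25%, with every replicate also reaching it, limit read from the data, passing the limit was not always enough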
Target sequence (Q15084 whole entry, looked up): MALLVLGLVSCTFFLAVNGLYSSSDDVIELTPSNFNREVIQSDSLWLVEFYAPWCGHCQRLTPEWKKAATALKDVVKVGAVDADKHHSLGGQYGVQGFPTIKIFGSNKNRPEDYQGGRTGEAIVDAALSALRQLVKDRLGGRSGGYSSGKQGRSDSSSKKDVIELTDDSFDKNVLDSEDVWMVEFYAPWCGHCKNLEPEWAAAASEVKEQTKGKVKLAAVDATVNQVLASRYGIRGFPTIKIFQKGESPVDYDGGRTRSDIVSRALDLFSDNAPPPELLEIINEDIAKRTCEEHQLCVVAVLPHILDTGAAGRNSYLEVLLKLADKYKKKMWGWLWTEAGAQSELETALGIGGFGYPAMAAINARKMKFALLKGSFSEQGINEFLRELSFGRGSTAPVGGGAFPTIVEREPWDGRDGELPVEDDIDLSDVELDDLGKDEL
DENV2 CPE: inhibitors of DENV2 cytopathic effect; hit rate 1.7% among 350,000; CPE inhibition, % at 9.99 µM; DENV2-infected cells, cytopathic effect rescue, plate reader; in the data active = CPE inhibition above about 20%, passing the limit was not always enough; tested in BHK-21 cells;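 also: 0% = median of neutral control wells and 100% = median of positive control wells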
CFTR F508del cor: correctors of CFTR F508del function in bronchial epithelial cells. activity (quench increase), % at 7.58 µM. CFBE cells, YFP halide quenching; stimulated with forskolin plus potentiator P3; % fluorescence drop versus neutral controls. AID 720511. hit rate 0.36% among 350,000;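 active = mean added fluorescence quench of at least 8% versus neutral control, with both replicates also reaching 8%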;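 also: cells transiently co-express mutant CFTR-F508del with the halide-sensitive YFP; corrector assay measuring rescue of mutant channel to the surface after 24 h compound exposure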
Casp6 inh: caspase-6 (human) enzyme inhibition. P55212. purified caspase-6, Z-VEID-R110 cleavage fluorescence. inhibition, % at 12.5 µM. hit rate 0.53% among 350,000. AID 686996;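 active = mean inhibition across replicates at least about 35%, with every replicate also reaching that limit, limit read from the data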;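 also: 0% = median of neutral control wells and 100% = no fluorescence left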
Target sequence (P55212 24-179 limits assumed): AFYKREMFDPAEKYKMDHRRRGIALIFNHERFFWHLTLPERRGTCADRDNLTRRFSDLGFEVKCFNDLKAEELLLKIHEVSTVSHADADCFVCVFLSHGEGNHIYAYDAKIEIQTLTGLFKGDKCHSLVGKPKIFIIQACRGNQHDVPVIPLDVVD
Target sequence (P55212 194-293 limits assumed): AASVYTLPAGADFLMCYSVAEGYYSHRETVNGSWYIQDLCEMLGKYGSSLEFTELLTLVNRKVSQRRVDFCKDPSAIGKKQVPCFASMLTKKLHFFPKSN
ERAP1 HTS inh: inhibitors of human ERAP1 aminopeptidase; recombinant ERAP1, Leu-AMC fluorescence, 60 min; Q9NZ08; AID 652197; inhibition, % at 10.7 µM; hit rate 0.15% among 340,000;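 active = mean replicate inhibition of at least 30%, or all replicates individually reaching that 30% level; inactive = mean below 30% and not every replicate reaching it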;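 also: 0% = neutral control wells and 100% = L-leucinethiol positive control wells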
SIRT5 block: blocks human SIRT5 desuccinylation of peptide; Q9NXA8; Purified SirT5, succinyl-peptide AMC, trypsin-coupled fluorescence; inhibition, % at 15 µM; hit rate 1.1% among 330,000; AID 652115; in the data active = inhibition above about 15%
Target sequence (Q9NXA8 whole entry, looked up): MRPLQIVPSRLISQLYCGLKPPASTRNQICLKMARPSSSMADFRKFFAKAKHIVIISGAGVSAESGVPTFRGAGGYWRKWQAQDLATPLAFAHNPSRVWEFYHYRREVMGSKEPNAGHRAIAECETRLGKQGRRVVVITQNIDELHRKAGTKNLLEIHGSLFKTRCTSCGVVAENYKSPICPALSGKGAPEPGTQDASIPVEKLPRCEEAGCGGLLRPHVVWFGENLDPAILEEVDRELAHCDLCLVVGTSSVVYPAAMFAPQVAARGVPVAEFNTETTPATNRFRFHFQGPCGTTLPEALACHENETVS
miR122 inh: inhibitors of miR-122 in Huh7 cells | Huh7 miR-122 Renilla luciferase sensor, 48 h; neutral wells = 0, positive control = 100 | hit rate 0.3% among 340,000 | activation (reporter increase), % at 12.5 µM | AID 602342;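 active = mean replicate activation score at least 90 and every replicate individually at or above 90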;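 also: higher luciferase means less miR-122 activity so hits act as miR-122 inhibitors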
Starred values were filed as active, the others as inactive; / = no result given; [ ] = another dose, or the depositor's remark.

Order of results – SIRT5 block, CFTR F508del cor, miR122 inh, Casp6 inh, ERAP1 HTS inh, DENV2 CPE, ERp5 block
CC(=O)Nc1ccc(C(=O)N/C(=C/c2ccccc2)C(=O)Nc2cccc(C(=O)O)c2)cc1
    -1, -2.0, -9, 1, -30, 14, -3
CC(C)Oc1ccc(C(=O)OC(C)C(=O)NC2CCCCC2C)cc1 (configuration not stated)
    -3, -1.7, -10, 1, 1, -4, 4
Cc1cc(N2CCN(C(=O)OC(C)(C)C)C[C@H]2C)ccc1Br
    2, -0.2, /, -1, 5, 4, 1
CN1CCN(c2nc(Nc3ccc(F)cc3)nc(Nc3ccc(F)cc3)n2)CC1
    -2, -2.6, -5, -9, -2, -6, 2
Cc1ccc(NC(=S)N(CCCN2CCN(C)CC2)Cc2cccs2)cc1C
    -4, 2.1, /, -6, 7, 0, -1
COc1ccc2c3c([nH]c2c1)[C@@H](CO)N(C(=O)c1cccnc1)CC31CN(C(=O)Nc2cccc(F)c2)C1
    7, -2.2, /, /, /, -1, 1
C[C@H](CO)N1C[C@H](C)[C@H](CN(C)C(=O)c2ccncc2)OCCCC[C@H](C)Oc2ccc(NS(C)(=O)=O)cc2C1=O
    5, 0.7, 10[16.7 µM], 1, 0, 8, 3
COc1ccccc1NC(=S)N1CCN(c2cccc(C)c2C)CC1
    -8, -1.3, 3, -1, -1, -1, 6
CC(=O)Nc1ccc2c(c1)C(=O)N(C)[C@@H]1CC[C@H](CC(=O)NCC3CCCCC3)O[C@@H]1CO2
    /, -1.7, 12[16.7 µM], /, /, -1, /
CC(C)CC#Cc1ccc2c(c1)O[C@H](CN(C)S(=O)(=O)c1ccc(F)cc1)[C@@H](C)CN([C@H](C)CO)S2(=O)=O
    8, 0.0, 54[16.7 µM], -3, 1, 3, 1
COc1ccc(C(C)=O)cc1COc1cccc2c1OC(C)(C)C2
    -4, 0.9, /, 0, 0, 2, 4
COc1cc(C(=O)NCCN=C2NS(=O)(=O)c3ccccc32)cc(OC)c1OC
    -4, -0.8, /, 0, -4, 4, 1
CC(C)NC(=O)c1onc(CSc2ccccc2)c1C(=O)O
    /, -0.1, /, -1, 7, -2, -4
C[C@H]1CN([C@@H](C)CO)C(=O)c2cccc(NS(=O)(=O)c3ccc(Cl)cc3)c2O[C@@H]1CN(C)C(=O)NC1CCCCC1
    6, 0.2, 1[16.7 µM], -2, 0, -7, -1
CC(=O)NCCC(=O)Nc1nc(-c2c[nH]c3ccccc23)cs1
    -1, -0.6, 3, 7, -2, 2, -2
O=C(NCCc1cccc(C(F)(F)F)c1)C1CCC(=O)N(C2CC2)C1 (configuration not stated)
    -6, -1.7, -3, -2, -4, 9, 3
Cc1cc(NC(=O)CSc2ccc3nnc(-c4ccc(F)cc4)n3n2)no1
    -3, 0.0, 8, 2, 6, -4, 4
O=C1NC(=S)N(C(=O)c2ccc(F)cc2)/C1=C/c1cccnc1
    -1, 0.4, -9, 3, -2, 0, 1
Cc1ccc(CNC(=O)C2CCCN(c3nc4ccccc4o3)C2)cc1 (configuration not stated)
    /, -0.7, -2, -5, 0, -4, -3
Cc1noc(C)c1S(=O)(=O)N(C)C[C@@H]1OCCCC[C@H](C)Oc2ccc(NC(=O)NC3CCCCC3)cc2C(=O)N([C@@H](C)CO)C[C@H]1C
    11, 3.5, 16[16.7 µM], 0, -2, -11, -1
CCN(CC)C(=O)c1cccc(NC(=O)c2cc(-c3ccccn3)nc3ccccc23)c1
    2, 2.3, 1, -1, 3, -7, -1
C[C@@H]1CCCCO[C@H](CN(C)C(=O)Nc2ccccc2)[C@@H](C)CN([C@H](C)CO)C(=O)c2cc(NC(=O)Nc3ccc(F)cc3)ccc2O1
    -3, 0.3, 1[16.7 µM], -1, -4, -7, -1
COc1ccc(C(CC(=O)O)c2ccc3c(c2)OCO3)cc1 (configuration not stated)
    -5, -1.1, -2, 3, -4, -3, 3
Cc1nc(-c2ccncc2)sc1C(=O)Nc1ccc(Cl)cc1
    -1, 0.3, /, 0, 0, -3, 4
Cc1cc(Br)cc(Br)c1OCC(=O)NNC(=O)Nc1ccccc1
    -5, -1.4, -2, -5, /, 5, -17
COc1ccc(NC2CCCN(C(=O)CCN3CCCO3)C2)cc1 (configuration not stated)
    -5, -0.1, -1, -8, -2, -1, /
CC(C)CC(=O)NNC(=S)NCc1ccco1
    2, 2.9, /, 16, 1, -5, 2
O=C(c1cc2ccccc2o1)N1CCN(S(=O)(=O)c2ccccc2)CC1
    0, -8.8, 7, 4, 3, -13, 6
CC(c1ccco1)N(C(=O)c1ccc(C(F)(F)F)cc1)c1ccccn1 (configuration not stated)
    -3, 2.6, 42, 1, -4, -4, 2
O=C(C[C@@H]1CC[C@@H]2[C@H](COC[C@@H](O)CN2CCC(F)(F)F)O1)NCC1CC1
    -3, -2.1, -1[16.7 µM], 2, 0, -10, 0
Cc1cc(C(=O)OCC(=O)N(C)c2ccccc2)c2ccccc2n1
    -4, 6.8, /, 3, 1, -1, -3
COc1ccc(S(=O)(=O)Nc2ccc3c(c2)CC(=O)N([C@@H](C)CO)C[C@H](C)[C@H](CN(C)C)O3)cc1
    -2, 0.6, 2[16.7 µM], 0, 2, 3, 9
Cc1cccc(-c2ccc3c(c2)C2CC3CCN2C(=O)OCc2ccccc2)c1 (configuration not stated)
    -1, -1.3, -1, -2, 11, 0, -3
Cc1nnsc1C(=O)NC1CCCCC1
    -4, 2.4, /, -1, 13, -1, -3
COC(=O)c1c(C)[nH]c(O)c1C=Nc1ccc(Oc2ccccc2)cc1
    -1, 1.4, /, -2, -4, -1, -5
COc1cc(SC)ccc1C(=O)OC(C)C(=O)Nc1ccc(NC(C)=O)cc1 (configuration not stated)
    -3, -1.9, -2, 2, -3, -3, -1
CC(NS(=O)(=O)c1cccc(C(=O)N(C)Cc2ccc(N3CCOCC3)cc2)c1)c1ccccc1 (configuration not stated)
    3, 0.8, 13, 1, 0, 0, -1
CN1CCN(C(=O)CC2C(=O)NCCN2Cc2ccc(-c3ccccc3)cc2)CC1 (configuration not stated)
    -1, -2.1, /, -16, 1, 3, 4
COCCNC(=O)CN(c1ccccc1OC)S(C)(=O)=O
    -4, /, -2, 0, 3, -6, 3
c1cc2c(cc1-c1[nH]ncc1CN1CC3C[C@@H]4CC1C[C@H](C3)C4)OCO2
    -6, 1.5, /, -1, 1, /, 4
CC(=O)Nc1cccc(-c2ccnc3c2CC(C)(C(=O)Nc2cccc(NS(C)(=O)=O)c2)O3)c1 (configuration not stated)
    0, 2.5, 1, 6, 9, 12, -1
Cc1ccc(Cn2c(CCNc3nc(-c4ccc(C)cc4)cs3)nc3cc(C(=O)NCCCO)ccc32)cc1
    /, 2.6, -9, 0, -3, -10, 1
CCNC(=O)C[C@H]1CC[C@H](NC(=O)C2CCOCC2)[C@@H](CO)O1
    -1, -1.5, /, 3, 1, 6, 4
O=C(C[C@@H]1CC[C@H](NC(=O)Nc2ccc(F)cc2)[C@@H](CO)O1)NCCN1CCCC1
    1, 1.2, /, 0, -7, 1, 5
CCOCCCNC(=O)CSc1nc2nc(C)c(Cc3ccccc3)c(C)n2n1
    1, 1.1, 5, 0, /, 2, 1
Cc1ccc(S(=O)(=O)Nc2cccc3c2O[C@H](CN(C)C(=O)NC(C)C)[C@H](C)CN([C@H](C)CO)C3=O)cc1
    -1, 0.6, 6[16.7 µM], 0, 1, 3, 1
Cc1ccc(S(=O)(=O)N/N=C/c2cccc3c2OCCO3)cc1
    7, /, -2, 5, 3, 5, 4
CCOc1ccc(C(=O)N2CCN(c3ccccn3)CC2)cc1
    -4, 0.6, 2, -1, -1, -1, 3
COc1ccccc1NC(=O)CS(=O)(=O)c1cn(CC(=O)N2CCCC2)c2ccccc12
    -1, -1.1, /, 5, -8, -7, 3
C[C@H]1CN([C@@H](C)CO)C(=O)c2cc(C#Cc3cccnc3)cnc2O[C@@H]1CN(C)C
    2, -0.9, -2[16.7 µM], 0, 0, -3, -1
COc1cc(NC(=O)c2ccc(NC3=NC4CS(=O)(=O)CC4S3)cc2)cc(OC)c1OC (configuration not stated)
    0, -2.4, -8, -2, 1, 12, -7
Cn1c(=O)c2ccccc2n2c(CCl)nnc12
    -2, 0.3, -1, 14, 4, 3, 4
OCCNc1ncnc2c1ncn2[C@H]1CN(Cc2ccco2)C[C@@H](CO)O1
    /, -1.2, -5, 29, 3, 4, 5
C[C@H]1CN([C@@H](C)CO)S(=O)(=O)c2ccc(-c3ccncc3)cc2O[C@@H]1CN(C)Cc1ccc(Oc2ccccc2)cc1
    1, 3.0, 56[16.7 µM], 5, 0, -35, -5
C[C@H]1CN([C@@H](C)CO)S(=O)(=O)c2ccc(-c3cccc(C#N)c3)cc2O[C@H]1CN(C)C(=O)c1ccccc1
    -1, -0.4, 0[16.7 µM], 6, 4, -7, -3
CC(=O)c1c(C)[nH]c(C(=O)COC(=O)C2CC2)c1C
    -1, -2.5, -2, 0, -3, 1, 0
O=C(NC(=S)Nc1ccccc1O)c1cncc(Br)c1
    /, 0.9, /, 4, 0, -14, -9
O=C(C1CCCC1)N1CC(=O)N2[C@@H](CO)[C@@H](c3ccc(C#CCc4ccccc4)cc3)[C@@H]2C1
    3, -0.5, /, -5, 2, -11, -7
CC(=C/c1ccccc1)/C=N/n1c(C)n[nH]c1=S
    -5, -2.7, 12, 2, -1, -7, 2
O=C(CCN1CCCCC1)NCC[C@@H]1CC[C@@H](NC(=O)C2CCCCC2)[C@@H](CO)O1
    0, -1.7, /, -4, 1, -3, 0

Later entries:
Order of results – SIRT5 block, CFTR F508del cor, miR122 inh, Casp6 inh, ERAP1 HTS inh, DENV2 CPE, ERp5 block
Cc1cc(C)cc(OCC(=O)OCC(=O)NCc2cccs2)c1
    1, 0.6, 22, -1, 2, 5, 3
COc1ccc(/C=C/c2c([N+](=O)[O-])c(=O)n(C)c(=O)n2C)c(OC)c1OC
    1, -3.9, -2, 0, 0, 1, 2
O=C(CC1C(=O)NCCN1Cc1cccc(F)c1)NC1CCCCCC1 (configuration not stated)
    -1, 0.3, -9, 0, 1, 3, 6
COCCn1c(C)cc(C(=O)COC(=O)c2ccc(S(=O)(=O)N(C)C)cc2)c1C
    -3, 3.0, /, 1, 1, 1, -1
CC(C)C(C(=O)Nc1ccc2c(c1)OCCOCCOCCOCCO2)N1C(=O)c2ccccc2C1=O (configuration not stated)
    -2, -0.1, -6, 3, 1, -15, -5
CC(C)CNC(=O)COC(=O)CCC(=O)c1cccs1
    0, 0.7, /, -3, 2, 3, -2
O=C(/C=C/c1ccccc1)N1CCN(CCN2C(=O)c3cccc4cccc(c34)C2=O)CC1
    -4, 2.4, /, 1, -1, -10, 1
COc1ccccc1N1CCN(S(=O)(=O)c2ccc3c4c(cccc24)C(=O)N3)CC1
    6, -1.7, 6, 1, -3, /, 6
Cc1cccc(-c2cccc3[nH]c4c(c23)CCN2C(=O)[C@H]3[C@H](C)ON(C)[C@H]3C[C@@H]42)c1
    -2, -2.0, /, -2, 2, -5, 7
CC(C)CCOc1ccc(C2(C)NC(=O)NC2=O)cc1 (configuration not stated)
    0, -2.6, -5, 1, -1, -2, 5
CCCc1cc2c(=O)c(-c3cscn3)c(C(=O)OCC)oc2cc1O
    -1, -1.3, -8, -2, -5, -7, -86
CO[C@@H]1CN(C)C(=O)c2ccc(NC(=O)c3ccc4c(c3)OCO4)cc2OC[C@H](C)NC[C@H]1C
    1, 2.4, /, 0, 0, 3, 1
C[C@@H]1CN([C@H](C)CO)C(=O)c2cc(C#CC(C)(C)O)cnc2O[C@H]1CN(C)C(=O)C1CC1
    -5, -0.2, 3[16.7 µM], 0, 1, -2, 6
O=C1CC(c2ccccc2)CC(O)=C1C=NC1CCCC1 (configuration not stated)
    -2, 1.0, /, -2, 0, -8, 0
c1ccc(CN2CCC(N=C3NN=C(c4ccc5c(c4)OCCO5)CS3)CC2)cc1
    -7, -2.9, /, -8, 1, -1, 5
Cc1ccc(C(=O)N/N=C/c2cccc3ccccc23)cn1
    -1, 1.7, 2, -3, 3, 3, 0
Cc1cc(C)n(-c2nc3ccccc3nc2Nc2ccc(CC(=O)O)cc2)n1
    1, -2.6, -7, 1, 4, -5, 1
COCCCn1c(C)c(C(C)=O)cc(NC(=O)c2ccccc2)c1=O
    0, 0.9, /, 1, -3, 4, 7
